Screens deposited in PubChem by National Center for Advancing Translational Sciences (NCATS).
POLB inh = qHTS Assay for Inhibitors of DNA Polymerase Beta. P06746. Pol beta primer extension/strand displacement, fluorescence kinetic. Potency, µM (highest dose often 114 µM), without a hit: at the highest dose activity change, negative = inhibition, most hits filed as inhibitors. hit rate 1.3% among 340,000; further: potency means the concentration at half of the fitted maximal effect; on the % scale 0 is the no-effect control and ±100 the full control effect
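10 nM enzyme + cpd, 15 min RT; start with substrate 50 nM final; read 0 min and after 10 min RT. Corrected, normalized data; 4-parameter Hill curve fit.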
Tb PGK inh = qHTS Assay to Find Inhibitors of Phosphoglycerate Kinase | Phosphoglycerate kinase, glycosomal (Trypanosoma brucei brucei), P07378 | PGK/GAPDH coupled, Kinase-Glo luminescence, 60 min | Potency, µM (titrated, usually from 57.5 µM), for inactives: at the highest dose activity change, negative = inhibition, most hits filed as inhibitors | hit rate 0.043% among 380,000 | AID 602233, 2012; further: potency means the concentration at half of the fitted maximal effect; on the % scale 0 is the no-effect control and ±100 the full control effect; nearly all actives have a fitted effect of over 60% in size
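Recombinant glycosomal PGK reaction used 1,3-bisphosphoglycerate generated in-well by GAPDH (100nM final) in 100mM TEA pH 7.6, 5mM MgCl2, 0.01% Tween-20. After 60 minutes at room temperature, ATP was read by Kinase-Glo Plus luminescence end-point.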
RXFP1 antagonist = qHTS Assay for Antagonists of the Relaxin Receptor RXFP1; Relaxin receptor 1 (Homo sapiens), Q9HBX9; HEK293-RXFP1, relaxin-stimulated cAMP HTRF, 30 min; stronger effect = lower value; activity change, negative = inhibition, % at 57.5 µM; hit rate 0.59% among 350,000; AID 1259400, 2018;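 active means activity change of -60% or lower, but not beyond a set lower limit; inconclusive means change between -60% and -40%, or beyond the set limit; inactive means change above -40%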; further: on the % scale 0 is the no-effect control and ±100 the full control effect
APE1 inh = qHTS Assay for Inhibitors of the Human Apurinic/apyrimidinic Endonuclease 1 (APE1) | hit rate 0.35% among 350,000 | DNA repair nuclease/redox regulator APEX1 (Homo sapiens), P27695 | Potency, µM (series often up to 65.8 µM), for the others: top-dose activity change, negative = inhibition, actives largely listed as inhibitors | recombinant APE1, TAMRA/BHQ-2 abasic DNA cleavage fluorescence | AID 2517, 2012;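 further: potency means the concentration at half of the fitted maximal effect; plate controls were vehicle for no effect and reference inhibitor for full effect; nearly all actives have a fitted effect of over 55% in size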
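0.75 nM APE1 + cpd, 15 min RT; start w/ 50 nM TAMRA/BHQ-2 THF-abasic dsDNA; kinetic fluor 525/598 nm ×3 reads @60 s; Δ(read3−read1); normalized to DMSO and NSC13755 control wells.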
Pol iota inh = qHTS for Inhibitors of Polymerase Iota | hit rate 1% among 390,000 | Potency, µM (titrated, usually from 115 µM), without a hit: top-dose activity, negative = inhibition, hits mostly inhibitors | DNA polymerase iota (Homo sapiens), Q9UNA4 | AID 588590, 2011 | Pol iota fluorescent replication assay, 10 min; further: potency means the concentration at half of the fitted maximal effect
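Pol iota at 10 nM preincubated 15 min with compounds at room temperature; reaction started with fluorescent substrate, 50 nM final. Fluorescence read kinetically at 0 and 10 min; buffer-only wells as negative control.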
Pol eta inh = qHTS for Inhibitors of Polymerase Eta | hit rate 1.2% among 390,000 | recombinant Pol eta, fluorescent DNA replication assay | AID 588591, 2011 | Potency, µM (top dose mostly 114 µM), without a hit: at the top dose activity change, negative = inhibition, hits mostly inhibitors; further: potency means the concentration at half of the fitted maximal effect; on the % scale 0 is the no-effect control and ±100 the full control effect
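Fluorescent replication assay: 50 nM final substrate added after a 15 min room-temperature compound preincubation with 10 nM enzyme. Signal taken at 0 min and again at 10 min.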
BLM inh = qHTS Assay for Inhibitors of Bloom's syndrome helicase (BLM); Potency, µM (highest dose often 56.1 µM), inactives show at the top dose activity change, negative = inhibition, actives largely listed as inhibitors; hit rate 0.2% among 350,000; recombinant BLM DNA unwinding, fluorescence dequenching; RecQ-like DNA helicase BLM (Homo sapiens), P54132;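 further: potency means the concentration at half of the fitted maximal effect; plate controls were vehicle for no effect and no enzyme for full effect; nearly all actives have a fitted effect of over 35% in size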
Anesthetic bind = qHTS Assay for Identification of Novel General Anesthetics; Potency, µM (highest dose often 77.5 µM), for the others: top-dose activity change, negative = displacement, most hits filed as inhibitors; apoferritin/1-aminoanthracene competitive binding, fluorescence; Ferritin light chain (Equus caballus), P02791; hit rate 0.074% among 350,000; further: potency means the concentration at half of the fitted maximal effect; on the % scale 0 is the no-effect control and ±100 the full control effect; nearly all actives have a fitted effect of over 20% in size
Target sequence (P02791 2-175 limits assumed): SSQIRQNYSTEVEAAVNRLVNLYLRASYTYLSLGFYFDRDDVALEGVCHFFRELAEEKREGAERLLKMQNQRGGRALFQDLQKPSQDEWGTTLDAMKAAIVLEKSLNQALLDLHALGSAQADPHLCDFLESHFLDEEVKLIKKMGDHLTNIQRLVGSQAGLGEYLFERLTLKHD
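In PBS, apoferritin at 10 uM is loaded with 1-AMA from a 50% saturated solution. After 10 min of compound exposure at ambient temperature, reduced 535 nm fluorescence indicates probe displacement.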
Pol kappa inh = qHTS for Inhibitors of Polymerase Kappa; DNA polymerase kappa (Homo sapiens), Q9UBT6; purified Pol kappa, fluorescent DNA synthesis assay, 10 min; Potency, µM (highest dose often 107 µM), for the others: at the highest dose activity, negative = inhibition, hits mostly inhibitors; hit rate 0.53% among 400,000; further: potency means the concentration at half of the fitted maximal effect; on the % scale 0 is the no-effect control and ±100 the full control effect
Target sequence (Q9UBT6 whole entry, looked up): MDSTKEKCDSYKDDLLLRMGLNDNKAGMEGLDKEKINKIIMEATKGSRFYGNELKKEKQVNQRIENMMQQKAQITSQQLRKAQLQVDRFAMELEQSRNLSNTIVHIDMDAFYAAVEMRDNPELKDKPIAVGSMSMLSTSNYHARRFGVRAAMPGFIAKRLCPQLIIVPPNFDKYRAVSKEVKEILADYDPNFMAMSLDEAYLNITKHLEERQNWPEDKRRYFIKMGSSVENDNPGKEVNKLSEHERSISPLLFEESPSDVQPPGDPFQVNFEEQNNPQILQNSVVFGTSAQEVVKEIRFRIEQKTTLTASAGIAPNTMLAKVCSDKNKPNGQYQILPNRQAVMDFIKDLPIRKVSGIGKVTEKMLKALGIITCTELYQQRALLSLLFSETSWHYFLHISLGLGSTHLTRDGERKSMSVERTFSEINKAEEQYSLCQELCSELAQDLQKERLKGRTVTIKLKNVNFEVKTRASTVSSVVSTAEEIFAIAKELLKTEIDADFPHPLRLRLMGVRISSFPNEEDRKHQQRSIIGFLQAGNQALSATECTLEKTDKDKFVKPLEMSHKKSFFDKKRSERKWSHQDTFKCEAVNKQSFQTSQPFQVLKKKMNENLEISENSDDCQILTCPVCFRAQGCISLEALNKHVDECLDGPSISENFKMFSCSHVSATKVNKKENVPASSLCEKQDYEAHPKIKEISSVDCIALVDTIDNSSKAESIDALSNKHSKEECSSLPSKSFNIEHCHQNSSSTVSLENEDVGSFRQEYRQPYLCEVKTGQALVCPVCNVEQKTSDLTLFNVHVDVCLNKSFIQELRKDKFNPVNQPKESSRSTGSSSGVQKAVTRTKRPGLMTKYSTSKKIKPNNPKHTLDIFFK
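10 nM Pol kappa preincubated 15 min at room temperature with compounds, then reaction started with substrate at 50 nM final. Fluorescence read kinetically at 0 and 10 min; buffer-only wells served as negative control.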
The depositor's hits bear a star; i = inactive; ? = inconclusive; . = not tested or not shown; & = joins results of further samples; [ ] = dose if it differs, or a comment. Unless noted, the call rests on the fitted dose curve; in most records, active means well fitted curve in the direction sought with a large enough effect; inconclusive means small, poorly fitted or top-dose-only effect, or another doubt; inactive means no such curve, though single readings can be large; an effect the other way counts as inactive or inconclusive. An excerpt. The share of hits here may be higher or lower than overall.

SMILES | POLB inh | Tb PGK inh | RXFP1 antagonist | APE1 inh | Pol iota inh | Pol eta inh | BLM inh | Anesthetic bind | Pol kappa inh
CCn1c(SCC(=O)Nc2nc3ccccc3s2)nnc1-c1ccc(Br)cc1 | 0% | -3% | -1 | 1% | 5% | ? | -3% | -6% | -21%
O=C(NNS(=O)(=O)c1ccc([N+](=O)[O-])cc1)c1cnn(-c2ccccc2)c1-n1cccc1 | 39% | 0% | -1 | 1% | 39%[activator] | -18% | -1% | 4% | -14%
CN1CCN(CC(O)COc2ccc(OCC(O)CN3CCN(C)CC3)cc2)CC1 (stereo not given) | 21% | -4% | -7 | -5% | 15% | -8% | -9% | 4% | -10%
CC1CCN(S(=O)(=O)c2cccc(C(=O)NCc3ccco3)c2)CC1 | -18% | i | -5 | -6% | -2% | -13% | 1% | 5% | 1%
CCCc1cc(=O)n2[nH]c(-c3ccco3)nc2n1 | 1% | i | -7 | -1% | -16%[58.9 µM] | -7% | -2% | -14% | 2%
O=C(CN(C(=O)c1csnn1)c1ccccc1)NCc1ccc2c(c1)OCO2 | 1% | -4% | -4 | 1% | -4% | ? | -7% | -1% | ?
CCN(CC)CCNCc1ccc(Br)cc1OCC(=O)NCc1ccccc1 | -1% | -1% | 7 | 5% | -13% | -6% | -4% | -6% | -4%
COc1cc2ccccc2cc1C(=O)NCC(c1cccs1)N(C)C (stereo not given) | 0% | -5% | -5 | ? | 165%[activator] | -14% | 24% | -17% | -16%
O=C(NC1CCCCCCC1)c1ccc(S(=O)(=O)N2CCCC2)cc1 | 35% | 0% | -3 | 2% | 19% | -16% | -3% | ? | -8%
Cc1cccc(-n2ncc3c2CCCC3NC(=O)Cn2cccn2)c1C (stereo not given) | 1% | -4% | -2 | 49% | 6% | -16% | -2% | -2% | -2%
CCOC(=O)c1oc2ccc(OC)cc2c1NC(=O)CN1CCN(C)CC1 | 12% | i | -6 | 9% | 20% | -9% | -8% | -7% | -5%
COC(CNC(=O)C1CCCN(S(=O)(=O)c2c(C)noc2/C=C/c2cccs2)C1)OC (stereo not given) | 5% | -7% | 2 | -2% | 30% | -19% | 0% | -9% | 1%
O=C(CCCC(=O)c1ccccc1)Nc1ccc(F)cc1 | -10% | -4% | -1 | 3% | 61%[activator] | -9% | -5% | 3% | 0%
CCCCNc1c(-c2ccc(OC)c(SC3CCCCC3)c2)nc2cc(C)ccn12 | . | -7% | . | 43%[activator] | ? | -11% | . | . | -5%
Cc1ccc(C(=O)NNC(=O)c2ccncc2)cc1[N+](=O)[O-] | . | -9% | -3 | 24% | 0% | -15% | . | . | -1%
Cc1cccc(C)c1OCc1cc(C(=O)NCC2CCCCC2)no1 | 4% | 4% | -8 | 12% | 12% | -18% | -1% | -7% | 1%
COc1ccc(CNCCCSc2ncccn2)cc1OC | -22% | -9% | 6 | 36% | 13% | -15% | 4% | -4% | 0%
Cc1cc(NC(=O)CSc2nnc(-c3cccnc3)n2C2CCCCC2C)no1 (stereo not given) | -21% | -7% | -13 | -2% | 2% | 4% | -3% | -10% | -2%
CCOc1ccc2nc(Cl)c(C3CC(c4ccco4)=NN3S(=O)(=O)c3ccccc3)cc2c1 (stereo not given) | 16% | 0% | -14 | -8% | 36%[activator] | -13% | -7% | 3% | -1%
CS(=O)(=O)N(CC(=O)NCCSCc1c(F)cccc1Cl)c1ccc2c(c1)OCO2 | 13% | -9% | -11 | ? | -9% | -12% | -10% | 0% | 1%
COc1ccccc1NC(=O)Nc1ccc2c(c1)CCC2 | -18% | -4% | -6 | 1% | -11% | -22% | -16% | 0% | 0%
CCOC(=O)CCc1c(C)n(CC)c2cc(-c3ccccc3OC)nn2c1=O | 5% | -4% | -2 | 5% | 2% | 10% | -1% | -12% | 3%
COc1ccc(NC(=O)CCNS(=O)(=O)c2ccc3c(c2)c(=O)n(C)c(=O)n3C)c(OC)c1 | 12% | -10% | -4 | 1% | 44%[activator] | -1% | 4% | -13% | -9%
CC(=O)OCC(=O)C1(O)CCC2C3CC(F)C4=CC(=O)CCC4(C)C3C(=O)CC21C (stereo not given) | . | -5% | 3 | . | 37%[activator] | -2% | . | . | -4%
CCOc1cc(/C=C/c2cccc[n+]2C)ccc1OCC(=O)Nc1ccc(C)cc1 | 13µM* | -8% | -3 | 16% | ? | -20% | 37%[activator] | 3% | ?
CN(C)CCCN1CC(=O)N2[C@@H](Cc3c([nH]c4ccccc34)C2(C)C)C1=O | 43% | -6% | 4 | 14% | -11% | -8% | -1% | -5% | -21%
CCc1ccc(-c2csc3nc[nH]c(=O)c23)cc1 | 119% | -2% | 1 | 7% | 45%[activator] | -5% | -3% | -14% | -7%
COc1cc(C(=O)NCCCN2CCCC2=O)cc(OC)c1OC | 2% | 7% | 4 | 9% | 11% | -6% | -4% | -5% | -5%
CC(O)C(NC(=O)OCc1ccccc1)C(=O)OCc1ccccc1 (stereo not given) | . | -2% | -2 | 10% | 2% | -16% | . | . | -22%
O=C(CN(Cc1ccc(F)cc1)S(=O)(=O)c1ccc(S(=O)(=O)N2CCOCC2)cc1)Nc1ccccc1 | 11% | i | -13 | 16% | 4% | -20% | 2% | -11% | -2%
CCN1C(=NCCc2c[nH]c3ccccc23)N[C@@H](c2ccccc2)[C@H](C(=O)OC)[C@H]1C | 2%&-3% | 1% | . | 14%&5% | -2% | -4% | 2%&5% | -6%&-3% | -5%
COc1ccc(/C=C/C(=O)OCC(=O)NCCCc2ccccc2)cc1OC | . | -6% | 0 | -8% | -18% | -14% | . | . | -2%
COc1ccc(C(=O)NNC(=S)NC(=O)c2cccc([N+](=O)[O-])c2)cc1 | . | 0% | 3 | . | 33%[activator] | -5% | . | . | -9%
COc1ccc(-c2cc(C(F)(F)F)nc(S(=O)(=O)CCC(=O)N3CCOCC3)n2)cc1 | -28% | i | -1 | 6% | 18% | -20% | -7% | 2% | -4%
O=C(CN1CCCCCC1)Nc1ccc(Br)cc1[N+](=O)[O-] | 12% | -5% | -16 | -13% | 49%[activator] | -11% | -5% | -23% | -4%
COc1ccc(-c2nc3cc(C)ccn3c2NC(=O)c2ccccc2OC)cc1 | -2% | 5% | -7 | 39% | 53%[activator] | -17% | 0% | 103%[activator] | -6%
CC(=O)Nc1cccc(NC(=O)C(=O)NCCc2csc3nc(-c4ccccc4F)nn23)c1 | 2% | -4% | -4 | . | 20% | -7% | -5% | -13% | -13%[60.1 µM]
COc1ccc(NC(=O)C2=C(C)Nc3ncnn3C2c2ccc(C)o2)cc1 (stereo not given) | 0% | 3% | . | . | 19% | -9% | 0% | 2% | -4%[60.1 µM]
CCOc1ccc(NC(=O)c2c(NCc3cccc(OC)c3OC)sc3c2CCC3)cc1 | -1% | -10% | -18 | . | 10% | -8% | 3% | 2% | -8%[60.1 µM]
O=C(CCNC(=O)c1ccco1)NNC(=O)c1ccc(Br)cc1 | . | i | -8 | . | -3% | -11% | . | . | -14%
NC(=O)c1nsc(C(=O)N(Cc2cccnc2)C(C(=O)NC2CCCC2)c2ccc(F)cc2)c1N (stereo not given) | 0% | i | -2 | 24%[12.4 µM] | 264%[activator] | -13% | 0% | -2% | -3%
CCOC(=O)C1CCN(C(=O)Cn2c(-c3cccs3)cc3cc(Cl)ccc32)CC1 | 19% | 2% | -10 | . | 16% | -16% | -8% | 62%[activator] | 0%
Cc1nc2ccc(S(=O)(=O)NC(C(=O)N3CCN(c4ccc(Cl)cc4)CC3)C(C)C)cc2s1 (stereo not given) | 11% | -8% | . | . | 24% | -22% | 0% | -8% | -6%
CCCC(=O)Nc1nnc(SCc2cc(=O)n3cccc(C)c3n2)s1 | 9% | -4% | -4 | . | -4% | -10% | -12% | -5% | 0%[60.1 µM]
Cn1c(=O)cc(OCCCC(=O)NCCCN2CCN(Cc3ccccc3)CC2)c2ccccc21 | 10% | 2% | 6 | -5% | 6% | 5% | 4% | -14% | -10%
CCc1ccc(N2C(=O)CN(Cc3cc(OC)c(OC)c(OC)c3)C2=S)cc1 | -12% | -2% | -2 | 13% | 16% | -22% | -4% | -11% | -7%
COc1cc(C(C)=O)ccc1OCC(O)CN1CCN(c2ccc(F)cc2)CC1 (stereo not given) | 11% | 10% | -14 | 44%[activator] | 24% | -10% | -4% | -12% | -10%
Oc1ccc(-c2nccc(-c3ccc(Cl)cc3)n2)cc1 | 9% | -7% | -3 | -6% | 19% | -5% | -10% | -14% | -6%
O=C(c1cccc2nc3ccccc3nc12)N1CCOCC1 | -8% | -1% | 0 | -2% | 96%[activator] | -9% | -2% | -6% | -3%
CCOc1ccccc1NC(=O)N1CCC(n2nnc3cc(C)ccc32)CC1 | 8% | -10% | 4 | 2% | 11% | 6% | -2% | -23% | -6%
C=CCNC(=O)c1sccc1Oc1ccc(F)cc1[N+](=O)[O-] | -2% | 3% | -17 | -1% | 61%[activator] | -18% | -4% | -3% | -5%
Cc1c(-c2cccs2)[n+](=O)c2c(n1[O-])CCCCC2 | 17% | 1% | 9 | 2% | 32%[activator] | -16% | -1% | -17% | 3%
Cn1c(SCC(=O)Nc2cc(Cl)cc(Cl)c2)nnc1-c1ccc2nonc2c1 | ? | -3% | -1 | 2% | 18% | ? | -3% | -2% | -6%
